Insulin prom inh = TRM-6 insulin promoter activity inhibition; TRM-6 cells (human fetal islet line), insulin promoter-eGFP reporter, imaging; reporter expression induced with tamoxifen; inhibition, % at 2 µM; actives 0.9% (n = 130,000);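 active = inhibition above the mean plus 3 SD, with well images judged a real hit on visual review, cut at about 60% in these data, passing the limit was not always enough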
SDO1 yeast rescue = restores growth of sdo1-depleted yeast; z-score at 10 µM; S. cerevisiae sdo1-depleted JHY4D growth rescue, OD600 30 h; stronger effect = higher value; pdr5 snq2 efflux-pump mutant strain; actives 0.21% (n = 140,000);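 active = z-score above 3 at both the 24 hr and the 30 hr optical density reads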;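 also: z-score against mean and SD of all compound wells on the same plate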
SDO1 yeast rescue Rescue 24 h = second read-out of SDO1 yeast rescue, no call of its own (marks repeat the call); z-score; S. cerevisiae sdo1-depleted JHY4D growth rescue, OD600; measured here: growth rescue at 24 h;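 0 is the plate mean of compound wells and units are plate SD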
The depositor's hits bear a star; i = inactive; . = not tested or not shown. A portion of the library (hit frequency here may not be typical).

Insulin prom inh,SDO1 yeast rescue,SDO1 yeast rescue Rescue 24 h,structure
-94,-0.09,-0.23,CC(C)CC(O)(CC(C)C)C(=O)NNc1ccccc1
12,1.5,1.9,CCCn1c(N2CCN(CC(=O)c3c(C)n(C)c4ccccc34)CC2)nc2c1c(=O)[nH]c(=O)n2C
-29,0.75,0.78,COc1cccc(NC(=O)CSc2nc3ccccc3cc2Cc2ccccc2)c1
.,0.07,-0.71,CC(=NCc1ccncc1)C1=C(O)c2ccccc2C1=O
-41,-0.03,-0.31,CS(=O)(=O)Oc1ccc(/C=N/NC(=O)c2ccncc2)cc1
7,-0.22,-0.56,COc1ccccc1N1CCN(C2CCN(C(=O)c3cccs3)CC2)CC1
16,-0.82,-1.2,CCOC(=O)c1c(C)n(O)c2ccc(Cl)cc2c1=O
0,-0.31,-0.71,C=CCN1C(=O)CC(C(=O)NC)SC1=Nc1ccc(C(=O)OCC)cc1 (stereo not given)
.,0.46,-0.07,Cc1ccc(S(=O)(=O)Oc2ccccc2/C=N/NC(=O)c2nn(C)cc2[N+](=O)[O-])cc1
-77,-0.49,1.8,COc1ccc(S(=O)(=O)N(C)Cc2cccs2)cc1Br
-52,-0.64,-0.88,Cc1nn2c(CN(C(=O)COc3ccccc3)c3ccccc3)nnc2c2ccccc12
-6,.,.,CN(C)Cc1nc2ccccc2c(=O)n1CC(=O)Nc1cccc(S(=O)(=O)N2CCOCC2)c1
56,-0.3,-1.5,COc1c(Br)cc2c(C)c(C(=O)O)oc2c1Br
-55,-0.51,-0.36,Cc1nc2ccc(C(=O)OCc3ccccc3Br)cc2nc1C
.,0.06,-0.15,O=C(/C=C/NCC(=O)c1ccccc1)c1ccc(Br)cc1
42,0.11,0.81,O=C(N/N=C/c1ccc(OCc2ccccc2)cc1)c1cccs1
.,-0.89,-0.38,O=C(Nc1nnc(CC(c2ccccc2)c2ccccc2)s1)c1ccco1
-50,.,.,CC1=NN(C(N)=S)C(=O)C1N=Nc1cccc2ccccc12 (stereo not given)
-14,-1.7,-1.5,c1cc2c(cc1C1=Nn3c(nnc3C3CCCCC3)SC1)OCO2
.,0.06,-0.63,CCN(Cc1cc2ccc(C)cc2[nH]c1=O)C(=O)c1cccnc1
-10,-0.27,-0.99,CN(C)C(=S)Nc1ccc([N+](=O)[O-])cc1
-8,.,.,Cc1cccc(C(=O)NN2S(=O)(=O)c3ccccc3S2(=O)=O)c1
-7,-0.55,0.72,CC(C)Oc1cccc(C(=O)NC(=S)Nc2ccc3c4c(cccc24)CC3)c1
6,-1.7,-1.7,Cc1noc2ncnc(Sc3c(Cl)cccc3Cl)c12
9,-0.02,-0.35,CCOC(=O)c1ccc(NC(=O)CC2C(=O)N(c3ccc(F)cc3)C(=O)N2CCCOC)cc1 (stereo not given)
24,.,.,O=C(NC1CC1)c1ccc(CN(c2ccccc2)S(=O)(=O)c2ccccc2)cc1
-270,-0.43,0.51,N#C/C(=C/c1ccc(N2CCCCC2)o1)C(=O)Nc1ccc(Cl)cc1
14,0.18,-0.3,COc1ccc(NC(=O)C2CCC(N3C(=O)C4C5C=CC(C5)C4C3=O)CC2)cc1 (stereo not given)
.,-0.09,-1.3,CC1(C)CC(O)C(C)(C)N1O (stereo not given)
.,0.37,0.93,CCOc1ccc2[nH]c(=O)c(CN(Cc3cccs3)Cc3nnnn3C(C)(C)CC)cc2c1

An excerpt from above, reduced to Insulin prom inh and SDO1 yeast rescue Rescue 24 h.
| canonical_smiles | Insulin prom inh | SDO1 yeast rescue Rescue 24 h |
| --- | --- | --- |
| COc1ccc(NC(=O)C2CCC(N3C(=O)C4C5C=CC(C5)C4C3=O)CC2)cc1 (stereo not given) | 14 | -0.3 |
| CC1(C)CC(O)C(C)(C)N1O (stereo not given) | . | -1.3 |

One compound at a time, from the list above. Values in the order: Insulin prom inh	SDO1 yeast rescue	SDO1 yeast rescue Rescue 24 h
COc1ccc(NC(=O)C2CCC(N3C(=O)C4C5C=CC(C5)C4C3=O)CC2)cc1 (stereo not given) across the screens: 14	0.18	-0.3
CC(C)CC(O)(CC(C)C)C(=O)NNc1ccccc1 across the screens: -94	-0.09	-0.23
CC(=NCc1ccncc1)C1=C(O)c2ccccc2C1=O across the screens: .	0.07	-0.71
Cc1cccc(C(=O)NN2S(=O)(=O)c3ccccc3S2(=O)=O)c1 across the screens: -8	.	.
CCOC(=O)c1ccc(NC(=O)CC2C(=O)N(c3ccc(F)cc3)C(=O)N2CCCOC)cc1 (stereo not given) across the screens: 9	-0.02	-0.35

Further structures:
Insulin prom inh,SDO1 yeast rescue,SDO1 yeast rescue Rescue 24 h,structure
11,.,.,CCc1c(C)nc(SCc2ccccn2)[nH]c1=O
46,0.12,-0.56,CCCC(C1=C(O)CC(C)(C)CC1=O)C1C(=O)CC(C)(C)CC1=O (stereo not given)
3,-0.68,0.47,CCSc1nnc(NC(=O)c2cccc(S(=O)(=O)N(C)c3ccccc3)c2)s1
24,-1.6,-1.3,O=C(Nc1ccc(CSc2ccccc2)cc1)c1ccc(CN2CCOCC2)cc1
45,-1.4,-0.72,O=C(c1ccc(F)cc1)N1CCN(c2ccc([N+](=O)[O-])c(N3CCCCC3)c2)CC1
8,-1.6,-1.9,CCOC(=O)c1nn(-c2ccccc2)c2nnc(Cc3ccccc3)c(=O)n12
52,-2.1,-1.5,CCOC(=O)c1c(NC(C)=O)sc2c(O)cccc12
-179,0.6,0.5,CCCCNC(=O)C1CCCN1C(=O)NC1CCCCC1 (stereo not given)
-21,0.82,1.6,CN(C)C=Nc1c(C(=O)c2ccccc2)sc2nccc(N(C)C)c12
-6,1.1,1.2,CC1CCN(CCCCOc2ccc(C(=O)c3ccccc3)cc2)CC1
21,.,.,O=C(O)CNC(=O)CC1S/C(=N/N=C/c2ccccc2O)NC1=O (stereo not given)
-17,0.25,-0.36,O=[N+]([O-])c1ccc(-c2csc3[n+]2CCS3)cc1
.,-0.01,1.6,CCc1cc2cc3c(cc2nc1SCC(=O)Nc1cc(C)on1)OCO3
-38,-0.75,-0.24,O=C1c2ccccc2C(=O)N1CCCCN(C(=O)c1ccc([N+](=O)[O-])cc1)c1ccc(Cl)cc1
7,1.4,1.2,O=C(Cc1ccccc1)N1CCC(c2nc3ccccc3[nH]2)CC1
.,0.11,-0.31,CCCCC(=O)Nc1cc(OCC)c(NC(=O)c2ccccc2[N+](=O)[O-])cc1OCC
.,0.66,-0.07,CN(C)CC(O)COc1cccc(OCC(O)CN(C)C)c1 (stereo not given)
.,-1.6,-0.98,c1ccc(Cn2nnnc2C(c2ccccc2)N2CCN(c3nc4ccccc4s3)CC2)cc1 (stereo not given)
.,-0.47,-0.69,Clc1ccc(-c2cc(CSc3cccc(Cl)c3)on2)cc1
0,0.46,-0.91,COC(=O)c1nc2nc(C)cc(C(F)(F)F)n2n1
8,.,.,Cc1cc(C(=O)NNC(=O)C2CCCC2)c(C)o1
-33,-0.06,-0.39,O=C(CCS(=O)(=O)c1cccc2nsnc12)NCc1ccccc1Cl
71*,0.05,0.06,COc1ccccc1CN1C(=O)[C@@H]2C(CCC(N)=O)NC3(C(=O)Nc4c3ccc(Cl)c4C)[C@@H]2C1=O (stereo not given in full)
.,0.32,0.11,CCOc1ccc(/C=N/NC(N)=S)cc1
-65,0.99,0.94,CCC(C)(C(=O)NC1CCCCC1)N(Cc1ccco1)C(=O)CNC(=O)c1ccccc1 (stereo not given)
6,-0.28,-0.65,CN(c1cccc(NC(=O)COc2ccc(Cl)cc2Cl)c1)S(C)(=O)=O
-33,-1.1,-1.8,CCOc1ccc(N(CC(=O)NCC(C)C)S(C)(=O)=O)cc1
-24,1,1.4,COc1ccc(C(=O)Nc2cccnc2)cc1C(=O)Nc1cccnc1
.,0.67,0.36,CCOc1ccc2nc(N3CCC(C(=O)N4CCN(C5CCCCC5)CC4)CC3)sc2c1
.,-1.2,-0.91,Cc1nn(-c2ccccc2)c(C)c1C(=O)OC/C(O)=C(\C#N)c1nc2ccccc2[nH]1
34,0.21,0,COc1ccccc1CNC(=O)C1CC(=O)N(C2CCCC2)C1 (stereo not given)
-3,0.19,-0.66,Cc1nc(-c2ccccc2)sc1C(=O)CSc1ccc(Br)cc1
.,0.1,-0.32,Cc1ccc(CN2C(=O)CCC2C(=O)NCCN(CC(C)C)CC(C)C)cc1 (stereo not given)
0,0.21,0.05,CC(NC(=O)COC(=O)/C=C/c1cccc(C(F)(F)F)c1)c1ccccc1 (stereo not given)
.,-2,-1.2,N/C(Cc1ccc([N+](=O)[O-])cc1)=N\OC(=O)COc1cccc2ccccc12
.,-0.39,-0.49,CCN1CCN(c2ccc(NC(=O)CCc3c(C)nc4c(-c5ccccc5)c(C)nn4c3C)cc2)CC1
.,1.9,2.2,O=c1cc(CSc2ccc(Cl)cc2)nc2nc[nH]n12
16,-0.05,0.78,CCCCSc1nc2c(cnn2-c2ccc(Cl)cc2)c(=O)[nH]1
i,0.53,1.4,O=C(Nc1cc(S(=O)(=O)N2CCCCC2)ccc1Cl)c1ccccc1NS(=O)(=O)c1ccc(F)cc1
.,0.49,-0.34,CC1=C(C(=O)Nc2ccccc2)C(c2coc3ccccc3c2=O)C2=C(CCCC2=O)N1 (stereo not given)
.,-1.2,-1.1,COC1=C(c2ccccc2)C(=O)c2ccccc2C1=O
-18,-1.2,-1.9,Cc1cccc(C)c1N=C1NN=C(c2ccccc2F)CS1
33,1.1,0.4,Cc1ccc(N(C(=O)CNC(=O)c2ccco2)C(C(=O)NCC2CCCO2)c2ccccc2)cc1 (stereo not given)
-249,1.8,2.3,O=C(CCN1C(=O)c2ccccc2S1(=O)=O)NCc1ccco1
.,0.5,0.01,O=C(COc1ccc(=O)n(-c2ccccc2)n1)Nc1ccccc1

The list goes on, starting with the last 5 of the part before.
Insulin prom inh,SDO1 yeast rescue,SDO1 yeast rescue Rescue 24 h,structure
.,-1.2,-1.1,COC1=C(c2ccccc2)C(=O)c2ccccc2C1=O
-18,-1.2,-1.9,Cc1cccc(C)c1N=C1NN=C(c2ccccc2F)CS1
33,1.1,0.4,Cc1ccc(N(C(=O)CNC(=O)c2ccco2)C(C(=O)NCC2CCCO2)c2ccccc2)cc1 (stereo not given)
-249,1.8,2.3,O=C(CCN1C(=O)c2ccccc2S1(=O)=O)NCc1ccco1
.,0.5,0.01,O=C(COc1ccc(=O)n(-c2ccccc2)n1)Nc1ccccc1
7,-0.83,-0.88,CCC(C)[C@H](NC(=O)Nc1ccc(S(N)(=O)=O)cc1)C(=O)O (stereo not given in full)
.,0.66,2.2,CS(=O)(=O)c1ccccc1-c1nc(-c2cc(C(F)(F)F)cc(C(F)(F)F)c2)no1
.,-2.8,-2,N#Cc1nc(-c2cccs2)oc1NCc1ccccc1Cl
-20,.,.,COc1cc2ncnc(NCCc3ccccc3)c2cc1OC
-109,0.29,-0.25,Cc1cc2ccccc2c(=O)n1CC(=O)N(C)c1ccc(F)cc1
-26,.,.,Cc1ccc(NCc2ccccc2)cc1
.,-1.8,-1.7,CCc1nc(NCCc2ccccn2)c2nnn(Cc3ccccc3F)c2n1
0,-0.84,-0.71,COc1cc([N+](=O)[O-])ccc1NC(=O)CCCOc1ccc(C)cc1
.,-0.14,-0.01,CCOC(=O)c1c(NC(=O)c2cccs2)sc(C)c1CC
.,-1.1,-0.88,COc1cc(NC(=O)c2cc(-c3cccs3)on2)cc(OC)c1OC
0,0.77,0.81,Cc1ccc(C2C3=C(CCCC3=O)OC3=C2C(=O)CCC3)cc1
11,-1.1,-1.5,CCOc1cc(C=O)ccc1OCCSc1ccc(C)cc1
-21,-0.57,0.83,Cc1ccc(C(=O)CSc2nnc(COc3cc(C)cc(C)c3)o2)cc1
.,0.94,1.6,CCN1CCN(C(=O)C2CCN(S(=O)(=O)c3cccc4cccnc34)CC2)CC1
52,-0.96,-0.97,CCN(CC)S(=O)(=O)c1ccc(Oc2ccc(S(=O)(=O)N(CC)CC)cc2)cc1
22,-2.1,0.17,Cc1ccc(C(=O)c2c(NC(=O)c3ccncc3)sc3c2CCCC3)cc1
.,0.74,-0.44,COc1ccc(S(=O)(=O)N(Cc2cc3ccc(OC)cc3[nH]c2=O)CC2COCCO2)cc1 (stereo not given)
18,.,.,CCOC(=O)N1CCN(c2cc(=O)n(-c3cccc(C)c3)c(=O)[nH]2)CC1
41,0.54,0.53,COc1cccc(Nc2nc(C)cc(C)c2C#N)c1
.,1.4,1.7,Cc1nn2c(=O)cc(CSc3nc4ccccc4[nH]3)nc2s1
0,1.6,1.1,O=C(NNc1nc2cc3c(cc2s1)OCO3)c1ccccc1
7,-0.28,-1,CN(C)/C=N/c1ncnc2c1cnn2-c1ccc(C(F)(F)F)cn1
.,-1.5,-1.6,COc1ccccc1N1CCN(C(=O)c2cc3c(=O)n(C)c4ccccc4c3n2C)CC1
-23,-0.12,0.03,CC(C)CCn1c(SCC(=O)N2CC(=O)Nc3ccccc32)nc2scc(-c3cccs3)c2c1=O
43,.,.,C/C(=N\Nc1nc(N2CCOCC2)nc(N2CCOCC2)n1)c1ccc([N+](=O)[O-])cc1

Assay outcomes deposited in PubChem BioAssay by several laboratories.
